Screens: PubChem BioAssay, several laboratories
NALP1 inh: blocks the NALP1 inflammasome reconstituted in yeast | S. cerevisiae NALP1/ASC/caspase-1 growth, X-gal OD620, 72 h | inhibition, % at 10 µM | 280,000 tested, 0.61% active | AID 2071; in the data active = inhibition mostly above about 24%, no sharp cut-off; inactive = mostly below about 32%; also: some compounds called inactive have numbers as strong as hits
M18AAP inhibitor: PfM18AAP enzyme inhibition | recombinant PfM18AAP, H-Glu-NHMec fluorogenic cleavage | inhibition, % at 7.35 µM | 290,000 tested, 1.2% active;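 active = inhibition above the campaign mean inhibition over all tested compounds plus 3 SD, cut at about 28% in these data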;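 also: 0% = plate median of test compound wells and 100% = 2 mM ZnCl2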
VIM-2 inhibitor: inhibitors of Pseudomonas aeruginosa VIM-2 metallo-beta-lactamase; inhibition, % at 5.6 µM; AID 1527; purified VIM-2, nitrocefin hydrolysis, epi-absorbance fluorescence; 290,000 tested, 0.89% active;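 active = inhibition above the mean of all tested compounds plus 3 SD, cutoff set per screening run, cut at about 7.5% in these data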;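 also: red hydrolysis product quenches plate fluorescence so inhibitors raise well fluorescence; 0% = enzyme with DMSO and 100% = DMSO without enzyme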
IMP-1 inhibitor: inhibitors of Pseudomonas aeruginosa IMP-1 metallo-beta-lactamase | purified IMP-1, nitrocefin hydrolysis, epi-absorbance fluorescence | inhibition, % at 5.6 µM | 290,000 tested, 0.45% active | AID 1556;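 active = inhibition above the mean plus 3 SD of all compounds in the same screening run, cut at about 4.5% in these data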;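 also: 0% = IMP-1 with DMSO and 100% = DMSO wells lacking enzyme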
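System: purified recombinant IMP-1 beta-lactamase. Medium: Zinc- and detergent-supplemented HEPES buffer, pH 7.1. Compound: one 5.6 µM dose […]. Schedule: 15 min preincubation plus 25 min reaction at 25 °C. Technique: Epi-absorbance fluorescence, 480 nm excitation, 530 nm emission.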
IDE cell activ: activators of human insulin-degrading enzyme in cells; HEK cells, FAbeta-B cleavage, fluorescence polarization; 0% vehicle, 100% cell-free pure enzyme wells; AID 493087; 340,000 tested, 0.073% active; activation, % at 5.96 µM; P14735;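 active = activation above the mean of all tested compounds plus 3 SD, set per screening campaign, cut at about 17% in these data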
IDE inh: inhibitors of human insulin-degrading enzyme in cells; inhibition, % at 5.59 µM; 320,000 tested, 0.41% active; AID 434962; P14735; HEK cells, FAbetaB cleavage, fluorescence polarization;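 active = percent inhibition above the average of all tested compounds plus 3 SD, set per screening campaign, cut at about 16% in these data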;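 also: IDE supplied by intact live HEK cells; FP after avidin binding of uncleaved biotin substrate so inhibition keeps polarization high; 0% = DMSO wells and 100% = 60 µM reference IDE inhibitor Ii1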
pCIP destab: p/CIP protein destabilization | 290,000 tested, 0.01% active | decrease of EGFP signal, % at 10 µM | Q05BA5 | F442A p/CIP-EGFP cells, EGFP fluorescence, 16 h;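 active = EGFP signal decrease of at least 30% at 10 µM or well 3 SD below plate mean, unless failing retest; inactive = the rest, including hits failing retest or dose response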; also: some compounds called inactive have numbers as strong as hits; many of its hits are not listed in these tables
Target sequence (Q05BA5 1-1403): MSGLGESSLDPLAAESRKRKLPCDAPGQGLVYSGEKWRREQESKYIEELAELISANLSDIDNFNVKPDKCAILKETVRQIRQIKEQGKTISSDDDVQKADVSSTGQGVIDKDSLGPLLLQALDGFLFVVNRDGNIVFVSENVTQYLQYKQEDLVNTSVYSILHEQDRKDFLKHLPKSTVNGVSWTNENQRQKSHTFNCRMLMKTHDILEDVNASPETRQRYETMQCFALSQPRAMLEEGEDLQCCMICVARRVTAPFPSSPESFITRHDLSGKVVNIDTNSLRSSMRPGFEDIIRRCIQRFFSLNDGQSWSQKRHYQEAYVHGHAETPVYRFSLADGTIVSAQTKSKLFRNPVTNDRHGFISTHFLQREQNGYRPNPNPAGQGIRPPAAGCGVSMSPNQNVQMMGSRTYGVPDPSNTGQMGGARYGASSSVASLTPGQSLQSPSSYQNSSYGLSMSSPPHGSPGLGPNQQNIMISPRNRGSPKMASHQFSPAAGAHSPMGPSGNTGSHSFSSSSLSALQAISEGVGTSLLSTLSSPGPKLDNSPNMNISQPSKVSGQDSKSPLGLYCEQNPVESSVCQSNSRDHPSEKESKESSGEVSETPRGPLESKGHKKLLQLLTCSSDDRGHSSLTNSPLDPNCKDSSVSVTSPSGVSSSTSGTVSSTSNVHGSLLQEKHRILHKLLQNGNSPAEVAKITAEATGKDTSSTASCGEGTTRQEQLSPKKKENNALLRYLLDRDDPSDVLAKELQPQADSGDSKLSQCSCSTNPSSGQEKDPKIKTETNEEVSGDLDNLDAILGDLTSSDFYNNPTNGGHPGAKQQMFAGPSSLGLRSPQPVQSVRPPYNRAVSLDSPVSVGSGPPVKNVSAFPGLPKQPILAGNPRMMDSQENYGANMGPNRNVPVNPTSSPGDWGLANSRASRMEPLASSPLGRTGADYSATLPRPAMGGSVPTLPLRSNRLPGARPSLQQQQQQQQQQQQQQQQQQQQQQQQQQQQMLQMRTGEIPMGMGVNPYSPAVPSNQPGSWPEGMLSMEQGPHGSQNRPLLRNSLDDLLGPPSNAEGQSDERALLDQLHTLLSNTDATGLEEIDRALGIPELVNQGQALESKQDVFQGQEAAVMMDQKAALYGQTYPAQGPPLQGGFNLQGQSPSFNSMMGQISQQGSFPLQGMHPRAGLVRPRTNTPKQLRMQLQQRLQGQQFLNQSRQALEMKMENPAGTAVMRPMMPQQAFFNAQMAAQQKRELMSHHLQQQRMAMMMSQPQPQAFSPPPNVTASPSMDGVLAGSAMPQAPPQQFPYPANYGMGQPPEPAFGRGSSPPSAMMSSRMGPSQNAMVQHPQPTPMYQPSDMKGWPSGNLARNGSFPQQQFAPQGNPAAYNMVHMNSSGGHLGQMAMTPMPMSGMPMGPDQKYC
GPR7 antag: blocks human GPR7 receptor signaling; 290,000 tested, 1.1% active; inhibition, % at 4.4 µM; P48145; GPR7-expressing cells, fluorescence antagonist assay; in the data active = inhibition above about 16%, passing the limit was not always enough;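 also: cells stimulated with the agonist NPW; 0% = agonist with vehicle and 100% = vehicle without agonist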
PHOSPHO1 block: PHOSPHO1 (human) inhibition | recombinant PHOSPHO1, absorbance phosphatase assay | inhibition, % at 13.3 µM | Q8TCT1 | 290,000 tested, 1.1% active; in the data active = inhibition above about 60%
* = called active by the depositor; . = not tested or not shown. No enrichment for hits; any-hit rate near 5.3%.

SMILES	NALP1 inh	M18AAP inhibitor	VIM-2 inhibitor	IMP-1 inhibitor	IDE cell activ	IDE inh	pCIP destab	GPR7 antag	PHOSPHO1 block
C=CCn1c(O)c(N=NC(=O)OCC)c2ccccc21	24.3	5.8	-0.7	-2.6	-1.4	0.2	-4.3	-12.1	-2.0
Cn1c(=O)c(=O)n(C)c2cc(S(=O)(=O)NCc3ccc(Cl)cc3)ccc21	-12.4	0.3	-4.8	-0.8	-1.3	0.1	-2.2	-10.3	44.0
COc1ccccc1NC(=O)Cc1noc(CSc2nnc(N)s2)n1	-3.2	-9.7	-2.2	-1.9	5.0	-4.5	4.2	-5.7	-43.0
Cc1cc(/C=N/NC(=O)c2ccncc2)c(C)n1-c1ccccc1	11.6	1.7	-3.5	-1.6	3.3	-1.9	-5.9	-5.1	-2.4
COc1ccc(CC(=O)N2N=C(C)CC2(O)C(F)(F)F)cc1 (stereo unspecified)	10.5	0.0	-4.8	-2.9	1.9	0.9	-9.2	-6.2	-27.0
COc1ccc(CCNC(=O)C2CCN(C(=O)c3ccc(OC)c(OC)c3)CC2)cc1	5.7	1.2	0.6	-2.4	3.5	-0.5	-5.9	-6.1	51.3
O=C(NCc1ccccc1)c1cc2ccccc2o1	14.1	3.4	-1.2	-4.2	5.5	6.6	-20.0	-5.8	3.4
OCC#CCSc1nnc(-c2ccc(Br)cc2)o1	.	0.4	-0.6	-2.9	4.4	0.2	-4.2	7.8	11.7
CCOC(CCNC(=O)c1cn(C)c(=O)c2c1c1ccccc1n2C)OCC	0.8	7.1	2.0	-2.1	0.2	-6.5	-8.5	-13.2	24.1
Cc1cc(/C=C2\NC(=O)N(Cc3ccc(Cl)cc3)C2=O)c(C)n1C	20.9	-1.9	-0.6	0.6	-4.4	0.8	-0.8	-3.0	-6.8
CN(C)CCNC(=O)c1cc2c(=O)n(C)c3ccccc3c2n1C	4.1	5.7	17.4*	-3.4	2.0	7.0	4.5	-13.0	-15.2
O=C(NCCN1CCCC1)c1ccc(Cl)cc1	-3.6	-1.2	0.1	-1.8	1.2	5.3	-4.7	-10.1	40.8
O=C(NN=C1CCCC1)c1[nH]c2ccc(Br)cc2c1-c1ccccc1	9.2	-5.2	-0.4	-0.9	.	-0.3	-4.0	6.8	36.8
COc1ccccc1NC(=S)NC(=O)CC(C)C	14.8	-6.5	0.5	-0.9	0.8	-0.5	-2.6	6.2	-16.5
O=C(c1ccco1)N1CCN(c2nc(C3CC3)nc3sc4c(c23)CCCC4)CC1	27.3	-1.9	2.9	-1.3	-2.3	2.0	-6.7	-19.0	-22.1
COc1ccccc1/C=C1/SC(=O)N(CCC(=O)Nc2ccc(S(=O)(=O)Nc3nccs3)cc2)C1=O	14.8	9.2	-0.7	-3.2	5.5	-9.1	-1.3	-10.6	5.6
O=C(CSc1ccc(-c2ccco2)nn1)c1ccc(F)cc1	17.5	-15.0	-2.1	-5.1	-5.0	1.1	-8.1	-13.1	-3.4
O=C(Cn1cnc2c(nnn2Cc2ccccc2)c1=O)c1ccccc1	18.1	-12.4	-0.1	-1.4	-1.5	-0.4	-8.5	0.1	-9.5
O=C(NCc1n[nH]c(=S)n1-c1ccc(F)cc1)c1ccc(S(=O)(=O)N2CCOCC2)cc1	1.5	28.1*	-2.1	-1.9	3.5	2.8	-5.1	-11.4	39.2
COc1ccc(C(=O)C[n+]2cccc(C)c2)cc1	22.4	-14.5	0.2	-1.5	0.5	1.2	1.3	-4.2	19.2
CC(C)CCOP(=O)(c1ccc(N(C)C)cc1)C(O)c1ccc(N(C)C)cc1 (stereo unspecified)	21.7	20.2	-0.4	-4.5	3.8	6.3	-14.7	-4.7	24.2
CCOC(=O)c1c(CSc2ccsc2)n(C)c2cc(Br)c(O)c(CN(C)C)c12	8.4	18.1	-0.4	-1.3	8.1	-2.3	-12.1	20.6	19.7
COc1ccc(CN2C(=O)c3oc4ccccc4c(=O)c3C2c2ccc(O)c(OC)c2)cc1 (stereo unspecified)	4.0	11.6	-1.9	-3.1	-3.4	-0.6	-8.6	-13.9	20.0
O=C(NCC(c1cccnc1)N1CCOCC1)c1cccc(Cl)c1 (stereo unspecified)	-4.0	1.2	-0.8	-1.2	1.0	-3.1	3.9	-3.4	9.4
Fc1ccccc1Oc1nc(-c2ccncc2)nc2ccccc12	18.4	-12.4	0.3	-1.1	5.8	-0.4	-5.9	-9.5	29.0

Structures listed so far shown as hits in VIM-2 inhibitor.
SMILES	NALP1 inh	M18AAP inhibitor	VIM-2 inhibitor	IMP-1 inhibitor	IDE cell activ	IDE inh	pCIP destab	GPR7 antag	PHOSPHO1 block
CN(C)CCNC(=O)c1cc2c(=O)n(C)c3ccccc3c2n1C	4.1	5.7	17.4*	-3.4	2.0	7.0	4.5	-13.0	-15.2

Entries of single compounds from above. Values in the order: NALP1 inh, M18AAP inhibitor, VIM-2 inhibitor, IMP-1 inhibitor, IDE cell activ, IDE inh, pCIP destab, GPR7 antag, PHOSPHO1 block
Listed for O=C(CSc1ccc(-c2ccco2)nn1)c1ccc(F)cc1 = 17.5, -15.0, -2.1, -5.1, -5.0, 1.1, -8.1, -13.1, -3.4
Listed for CCOC(CCNC(=O)c1cn(C)c(=O)c2c1c1ccccc1n2C)OCC = 0.8, 7.1, 2.0, -2.1, 0.2, -6.5, -8.5, -13.2, 24.1
Listed for CC(C)CCOP(=O)(c1ccc(N(C)C)cc1)C(O)c1ccc(N(C)C)cc1 (stereo unspecified) = 21.7, 20.2, -0.4, -4.5, 3.8, 6.3, -14.7, -4.7, 24.2

(more compounds)
SMILES	NALP1 inh	M18AAP inhibitor	VIM-2 inhibitor	IMP-1 inhibitor	IDE cell activ	IDE inh	pCIP destab	GPR7 antag	PHOSPHO1 block
CC(C)NS(=O)(=O)c1ccc(CCC(=O)NCc2ccccn2)cc1	13.8	-1.1	-1.5	-2.6	4.9	-1.1	-8.4	-10.6	-2.4
Cc1ccc(C(=O)CSc2n[nH]c(C)n2)cc1	4.0	-7.5	0.5	-3.1	-8.2	-0.7	-7.1	-3.5	92.3*
O=C(N/N=C/c1c(-c2ccccc2)[nH]c2ccccc12)c1cccnc1	6.4	1.4	0.2	1.8	-0.4	13.4	1.8	17.0	5.8
Cn1c(=O)n(CC(=O)NCC2CCCO2)c(=O)c2c3c(sc21)CCCC3 (stereo unspecified)	-3.6	-8.7	2.5	0.4	6.2	-3.2	-1.5	-10.6	36.8
COc1cccc(C(=O)Oc2ccc3ccc(O)cc3c2)c1	4.1	-2.1	-1.8	-2.7	.	1.8	-1.0	-4.8	-5.8
Cc1nnc(Oc2ccc([N+](=O)[O-])cc2)c2ccccc12	10.4	6.2	-3.8	-2.7	3.3	.	-3.4	-7.8	39.4
O=C(NN1CCOCC1)c1cc(-c2ccc(Cl)c(Cl)c2)nc2ccccc12	28.6	-3.5	-3.5	-0.2	-4.5	5.3	-11.2	3.0	15.8
O=C(NCc1ccco1)C1CCN(S(=O)(=O)c2ccc(-n3cnnn3)cc2)CC1	5.7	-5.8	-2.3	-5.1	2.6	4.4	6.5	2.6	-0.3
CCn1c(=O)n(CCc2ccccc2)c(=O)c2c3c(sc21)CCCC3	-1.1	-1.1	-3.2	-2.6	4.0	-7.2	-5.4	-14.1	-4.2
CC(C)(C)c1ccc(C(=O)C2CCCN(C(=O)c3ccccn3)C2)cc1 (stereo unspecified)	-1.0	0.8	-1.8	-2.3	0.5	.	16.2	-5.7	2.8
O=C(Nc1cccc(O)c1)c1ccc(NC(=O)C2CCCO2)cc1 (stereo unspecified)	5.7	-11.6	-1.5	-2.6	8.1	7.8	7.7	-2.7	14.5
Nc1ccccc1C(=O)Nc1ccc(Cl)cc1Cl	15.9	-2.7	-0.1	-1.6	3.1	2.9	4.6	2.5	24.4
Cc1nc2ccc(NC(=O)NCc3ccco3)cc2s1	9.6	15.8	-0.7	-0.7	8.4	-1.5	4.8	1.4	16.6
O=C(NCC(=O)N(Cc1ccccc1)C(C(=O)NCC1CCCO1)c1ccccc1)c1cccs1 (stereo unspecified)	29.9	-0.9	0.7	-1.5	-1.9	-3.7	1.4	-6.3	-10.0
Cn1c(SCc2ccccc2)nnc1-c1ccco1	9.3	4.1	-1.4	-3.6	-2.5	4.2	-14.2	7.1	1.4
COC(=O)Cc1[nH]n(-c2ccccc2)c(=O)c1C=Nc1ccc(C)cc1	30.2	-8.6	-2.6	-3.1	3.1	8.9	-4.6	-9.7	11.9
COc1cc(C(C)=O)ccc1OCc1nnc(-c2ccccc2Br)o1	6.9	-0.1	0.6	-3.0	-0.4	2.1	9.7	0.6	-15.8
CCOC(=O)Cc1nnc2c(Nc3ccc(Cl)cc3)nc3nonc3n12	28.0	-1.4	-0.7	-2.1	1.4	0.2	-5.8	-15.2	-14.1
Cc1cc(C)cc(N(CC(=O)Nc2ccccc2-c2ccccc2)S(=O)(=O)c2ccccc2)c1	5.5	-3.5	-2.4	0.5	4.8	4.9	-25.9	0.8	-16.0
O=C(O)c1cc(-c2ccc(Cl)c(Cl)c2)n(-c2ccccc2)n1	-6.4	9.5	-0.1	-2.8	3.3	7.5	-3.2	-0.3	1.8
COC(=O)c1cc2nc(-c3ccc(C)cc3)cc(C(F)(F)F)n2n1	6.9	2.4	-0.2	-2.0	0.9	-1.1	-15.1	-3.6	8.0
O=C(NCc1ccncc1)c1c(F)c(F)c(F)c(F)c1F	16.2	7.6	-2.2	-1.9	5.4	-0.3	-14.7	1.0	21.5
O=C(Nc1cccc(Cl)c1Cl)c1snnc1-c1ccccc1	-1.9	-13.3	-3.0	-2.2	-1.9	0.8	-3.6	-3.9	25.7
COc1ccc(S(=O)(=O)N2CCC(NC(=O)OCc3c(Cl)cccc3Cl)CC2)cc1	19.2	0.3	0.8	-0.7	-2.0	-0.2	-13.3	0.7	-10.0
COc1ccc(NC(=O)C(c2ccc(C)cc2)N(C)C(=O)CC2NC(=O)NC2=O)cc1 (stereo unspecified)	23.1	-3.9	-1.7	-2.3	4.0	-1.5	9.9	-0.3	-1.1

Other entries:
SMILES	NALP1 inh	M18AAP inhibitor	VIM-2 inhibitor	IMP-1 inhibitor	IDE cell activ	IDE inh	pCIP destab	GPR7 antag	PHOSPHO1 block
O=C(OCC(=O)N1CCOCC1)c1cc(F)c(F)cc1Cl	-4.1	-0.3	-5.2	-3.2	3.7	0.3	-11.5	-3.5	12.8
C=CCNC(=S)NNC(=O)c1csc(C)c1CC	-18.1	13.0	-5.6	-4.0	2.7	-2.0	-0.9	-10.1	81.2*
COn1c(SCc2cccc(Cl)c2)nc2ccccc2c1=O	6.3	-1.0	-2.7	-1.1	0.7	5.3	-0.2	4.2	22.9
COC(=O)C(Cc1ccc(OC(=O)c2ccccc2Cl)cc1)N1Cc2ccccc2C1=O (stereo unspecified)	-13.8	-4.4	-2.9	2.2	-0.9	-0.4	10.7	8.6	-5.1
CCN(CC)S(=O)(=O)c1cccc(C(=O)NCC(c2ccccc2)N(C)C)c1 (stereo unspecified)	3.8	-8.1	-4.1	-2.0	6.6	3.3	-2.0	3.7	-2.1
Nc1ccccc1NC(=O)c1ccccc1	16.7	-5.2	1.6	-0.8	4.4	-1.5	-18.4	2.3	4.6
O=C(COC(=O)c1ccccc1C(=O)c1ccc(Cl)c([N+](=O)[O-])c1)NC1CCCCCC1	35.6*	3.7	1.8	-2.2	6.8	4.0	-16.7	30.2*	16.4
